Screening results from PubChem BioAssay.
TcdB inh – TcdB glycohydrolase inhibitors, primary screen, biochemical, single point, plate reader; inhibition, % at 9.99 µM; AID 652162, 2013; TcdB glycohydrolase enzymatic assay; hit rate 0.24% among 350,000; Toxin B (Clostridioides difficile), P18177; in the data active = inhibition above about 10%
Target sequence (P18177 whole entry, looked up): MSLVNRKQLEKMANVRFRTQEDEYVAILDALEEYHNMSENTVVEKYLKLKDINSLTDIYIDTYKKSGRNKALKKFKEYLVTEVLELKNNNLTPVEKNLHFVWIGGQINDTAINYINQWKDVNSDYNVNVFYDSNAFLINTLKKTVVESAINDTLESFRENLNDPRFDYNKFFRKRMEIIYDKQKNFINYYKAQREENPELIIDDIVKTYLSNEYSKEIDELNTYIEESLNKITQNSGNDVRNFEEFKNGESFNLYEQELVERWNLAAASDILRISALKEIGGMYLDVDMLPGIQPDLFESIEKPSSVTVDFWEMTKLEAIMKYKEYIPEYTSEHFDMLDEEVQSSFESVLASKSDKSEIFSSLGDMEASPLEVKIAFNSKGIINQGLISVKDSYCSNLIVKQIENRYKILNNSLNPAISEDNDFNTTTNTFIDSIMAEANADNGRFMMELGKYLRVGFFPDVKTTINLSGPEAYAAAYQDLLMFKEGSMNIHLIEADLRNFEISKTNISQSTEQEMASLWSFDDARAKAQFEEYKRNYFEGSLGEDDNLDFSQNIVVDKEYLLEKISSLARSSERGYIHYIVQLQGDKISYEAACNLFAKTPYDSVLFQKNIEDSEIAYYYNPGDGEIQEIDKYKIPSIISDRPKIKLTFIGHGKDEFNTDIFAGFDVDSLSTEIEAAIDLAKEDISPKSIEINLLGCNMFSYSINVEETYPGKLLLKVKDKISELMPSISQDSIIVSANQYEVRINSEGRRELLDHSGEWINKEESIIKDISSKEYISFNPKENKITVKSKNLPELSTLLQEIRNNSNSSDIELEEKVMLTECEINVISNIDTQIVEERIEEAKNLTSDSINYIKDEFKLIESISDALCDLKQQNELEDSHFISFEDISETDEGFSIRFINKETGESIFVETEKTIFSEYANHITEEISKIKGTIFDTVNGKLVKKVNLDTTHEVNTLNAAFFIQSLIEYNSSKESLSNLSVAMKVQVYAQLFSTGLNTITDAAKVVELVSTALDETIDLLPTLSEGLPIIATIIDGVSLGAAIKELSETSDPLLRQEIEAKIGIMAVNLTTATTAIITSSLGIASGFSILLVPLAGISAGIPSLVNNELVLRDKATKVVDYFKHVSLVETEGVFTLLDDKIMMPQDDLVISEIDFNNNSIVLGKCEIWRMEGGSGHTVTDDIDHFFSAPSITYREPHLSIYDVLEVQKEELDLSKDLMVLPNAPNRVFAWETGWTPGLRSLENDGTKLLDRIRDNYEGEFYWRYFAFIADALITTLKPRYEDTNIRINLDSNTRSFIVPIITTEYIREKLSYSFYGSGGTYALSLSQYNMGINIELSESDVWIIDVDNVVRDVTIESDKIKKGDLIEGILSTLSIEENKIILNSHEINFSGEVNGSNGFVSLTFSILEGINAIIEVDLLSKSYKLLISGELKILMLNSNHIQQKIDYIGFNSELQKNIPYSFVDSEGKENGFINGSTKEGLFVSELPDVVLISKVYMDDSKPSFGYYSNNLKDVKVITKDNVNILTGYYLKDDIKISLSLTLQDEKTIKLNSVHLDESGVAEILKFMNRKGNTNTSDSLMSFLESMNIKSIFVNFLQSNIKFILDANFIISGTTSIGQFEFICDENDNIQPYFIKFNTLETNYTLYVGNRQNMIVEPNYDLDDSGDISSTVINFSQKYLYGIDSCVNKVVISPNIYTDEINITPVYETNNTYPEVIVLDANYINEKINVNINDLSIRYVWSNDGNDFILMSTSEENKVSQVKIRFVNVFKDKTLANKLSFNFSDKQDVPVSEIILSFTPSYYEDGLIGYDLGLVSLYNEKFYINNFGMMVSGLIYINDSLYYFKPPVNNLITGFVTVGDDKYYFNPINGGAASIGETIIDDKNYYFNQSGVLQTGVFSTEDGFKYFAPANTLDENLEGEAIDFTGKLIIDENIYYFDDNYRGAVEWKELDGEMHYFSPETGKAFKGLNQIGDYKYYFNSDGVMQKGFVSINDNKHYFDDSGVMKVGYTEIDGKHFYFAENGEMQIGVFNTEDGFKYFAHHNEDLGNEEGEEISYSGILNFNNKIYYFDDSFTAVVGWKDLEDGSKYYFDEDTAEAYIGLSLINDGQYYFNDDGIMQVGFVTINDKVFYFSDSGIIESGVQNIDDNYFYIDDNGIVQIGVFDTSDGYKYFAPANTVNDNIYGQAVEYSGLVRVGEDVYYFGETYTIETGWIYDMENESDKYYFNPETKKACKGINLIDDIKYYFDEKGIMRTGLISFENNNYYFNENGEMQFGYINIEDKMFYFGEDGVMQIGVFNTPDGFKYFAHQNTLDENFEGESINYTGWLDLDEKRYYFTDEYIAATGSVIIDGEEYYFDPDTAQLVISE
Active calls of the source: *; & = joins results of further samples.

SMILES	TcdB inh
C[C@@H]1CCCCO[C@@H](CN(C)C(=O)Nc2cccc3ccccc23)[C@@H](C)CN([C@H](C)CO)C(=O)c2cc(NS(=O)(=O)c3ccc(Cl)cc3)ccc2O1	0.3
Cc1cc(C(=O)Nc2ccc3c(c2)C(=O)N(C)[C@H]2CC[C@@H](CC(=O)N[C@@H](C)c4ccccc4)O[C@@H]2CO3)no1	1.5
Cn1cnc(S(=O)(=O)N2CCCCN3[C@H](CO)[C@@H](c4ccc(-c5ccc(F)cc5)cc4)[C@H]3C2)c1	0.4
CCC(=O)N1CCCCN2[C@H](CO)[C@@H](c3ccc(-c4cccnc4)cc3)[C@H]2C1	0.4
N#C[C@@H]1[C@@H](c2ccc(-c3ccccc3)cc2)[C@H](CO)N1C(=O)Cc1ccccc1	-8.8
CO[C@H]1CN(C)C(=O)c2cc(NC(C)=O)ccc2OC[C@H](C)N(C(=O)c2ccccc2)C[C@@H]1C	-0.6
C[C@H](CO)N1C[C@H](C)[C@H](CN(C)C(=O)c2ccccc2)Oc2cc(/C=C/c3ccccc3)ccc2S1(=O)=O	0.6
C[C@H](CO)N1C[C@H](C)[C@@H](CN(C)C(=O)Cc2cccnc2)Oc2ncc(-c3ccccc3)cc2C1=O	-0.1
C[C@@H]1CCCCO[C@H](CN(C)C(=O)Nc2ccc(F)cc2)[C@H](C)CN([C@H](C)CO)C(=O)c2cc(NS(=O)(=O)c3cccs3)ccc2O1	-1.2
C[C@@H]1CN([C@@H](C)CO)C(=O)Cc2cc(NC(=O)CCCCCC(=O)Nc3ccccc3N)ccc2O[C@H]1CN(C)S(=O)(=O)c1ccc(F)cc1	-0.4
C[C@@H]1CCCCO[C@H](CN(C)C(=O)Nc2ccccc2)[C@@H](C)CN([C@H](C)CO)C(=O)c2cc(NC(=O)C3CCCCC3)ccc2O1	0.8
O=C(C1CC1)N1CC(=O)N2[C@H](CO)[C@@H](c3ccc(C#Cc4cccc(F)c4)cc3)[C@H]2C1	1.0
CN(C)CC(=O)Nc1ccc2c(c1)[C@@H]1C[C@H](CC(=O)NCc3ccccc3)O[C@H](CO)[C@@H]1O2	-2.6
COc1ccc(S(=O)(=O)N(C)C[C@H]2OCCCC[C@H](C)Oc3ccc(NC(=O)c4ccccc4)cc3C(=O)N([C@H](C)CO)C[C@@H]2C)cc1	-1.0
CCCC#Cc1ccc2c(c1)O[C@@H](CN(C)C(=O)c1ccccc1F)[C@@H](C)CN([C@@H](C)CO)S2(=O)=O	0.8
Cc1noc(C)c1S(=O)(=O)Nc1cccc2c1O[C@H](CN(C)Cc1ccc(C(=O)Nc3ccccc3N)cc1)[C@H](C)CN([C@@H](C)CO)C2=O	-0.4
CN(C)C(=O)c1cccc(-c2ccc([C@H]3[C@@H](CO)N4CCCCN(C(=O)C5CCC5)C[C@H]34)cc2)c1	0.4
O=C(NC1CCCC1)N1CC(=O)N2[C@H](CO)[C@@H](c3ccc(-c4ccncc4)cc3)[C@H]2C1	0.0
COCC(=O)N1CC2(C1)CN(C(=O)NC1CCCC1)[C@@H](CO)c1c2c2ccc(OC)cc2n1C	0.2
C[C@@H]1CN([C@@H](C)CO)C(=O)c2cccc(NS(=O)(=O)c3ccc(F)cc3)c2O[C@@H]1CN(C)CC1CC1	0.4
CC(C)NC(=O)N(C)C[C@@H]1OCCCC[C@@H](C)Oc2ccc(NS(=O)(=O)c3cn(C)cn3)cc2C(=O)N([C@H](C)CO)C[C@H]1C	-0.3
C=CCNC(=O)[C@H]1[C@@H]2C(=O)O[C@@H](c3ccccc3)[C@@H](c3ccccc3)N2[C@@H](c2ccc(O)cc2)[C@]12C(=O)Nc1ccc(C#CCCO)cc12	-1.5
O=C(NC1CCCC1)N1CC(=O)N2[C@H](CO)[C@H](c3ccc(C4=CCCCC4)cc3)[C@@H]2C1	0.2
Cc1cccc(S(=O)(=O)N[C@H]2CC[C@H](CCNS(=O)(=O)c3ccccc3F)O[C@H]2CO)c1	0.3
COCC(=O)Nc1ccc2c(c1)C(=O)N(C)[C@@H]1CC[C@H](CC(=O)NC3Cc4ccccc4C3)O[C@@H]1CO2	0.1

Quoted at random: 5 entries already listed, in no set order.
SMILES	TcdB inh
C=CCNC(=O)[C@H]1[C@@H]2C(=O)O[C@@H](c3ccccc3)[C@@H](c3ccccc3)N2[C@@H](c2ccc(O)cc2)[C@]12C(=O)Nc1ccc(C#CCCO)cc12	-1.5
C[C@@H]1CN([C@@H](C)CO)C(=O)Cc2cc(NC(=O)CCCCCC(=O)Nc3ccccc3N)ccc2O[C@H]1CN(C)S(=O)(=O)c1ccc(F)cc1	-0.4
CN(C)C(=O)c1cccc(-c2ccc([C@H]3[C@@H](CO)N4CCCCN(C(=O)C5CCC5)C[C@H]34)cc2)c1	0.4
Cn1cnc(S(=O)(=O)N2CCCCN3[C@H](CO)[C@@H](c4ccc(-c5ccc(F)cc5)cc4)[C@H]3C2)c1	0.4
C[C@@H]1CCCCO[C@H](CN(C)C(=O)Nc2ccc(F)cc2)[C@H](C)CN([C@H](C)CO)C(=O)c2cc(NS(=O)(=O)c3cccs3)ccc2O1	-1.2

Next section:
SMILES	TcdB inh
COCC(=O)Nc1ccc2c(c1)C(=O)N(C)[C@@H]1CC[C@H](CC(=O)NCc3ccccc3F)O[C@H]1CO2	-3.2
COc1ccc(NC(=O)Nc2ccc3c(c2)C(=O)N([C@@H](C)CO)C[C@H](C)[C@H](CN(C)C(=O)NC2CCCCC2)O3)cc1	-0.7
CCS(=O)(=O)N1CC2(C1)[C@H](c1ccccc1)[C@H](CO)N2Cc1ccc(F)cc1	0.1
CC(C)NC(=O)N(C)C[C@@H]1OCCCC[C@@H](C)Oc2ccc(NC(=O)Nc3ccc(C(F)(F)F)cc3)cc2C(=O)N([C@@H](C)CO)C[C@H]1C	1.6
OC[C@@H]1[C@@H](c2ccccc2)C2(CN(Cc3ccccn3)C2)N1Cc1cncnc1	-0.4
COc1ccccc1-c1ccc(C2[C@H]3CNC[C@@H]2N3S(=O)(=O)c2ccc(C)cc2)cc1 (stereo partly specified)	-1.1&-1.1
C[C@H](CO)N1C[C@H](C)[C@@H](CN(C)Cc2ccc3c(c2)OCO3)Oc2c(NC(=O)NC3CCCCC3)cccc2C1=O	-1.7
COC(=O)[C@@H]1[C@@H](CO)[C@@H]2Cn3c(ccc(-c4ccc(OC)cc4)c3=O)[C@H]1N2C(=O)c1ccccc1F	-0.5
C[C@@H]1CN([C@@H](C)CO)C(=O)Cc2cc(NC(=O)NC3CCCCC3)ccc2O[C@H]1CN(C)Cc1ccccc1	-0.2
O=C(C[C@@H]1C[C@H]2c3cc(NC(=O)CC4CC4)ccc3O[C@H]2[C@H](CO)O1)NCC(F)(F)F	0.2
C[C@@H]1CN([C@H](C)CO)C(=O)c2cccc(NC(=O)C3CCCCC3)c2O[C@@H]1CN(C)Cc1ccc(C(=O)Nc2ccccc2N)cc1	-0.6
COc1ccc(CN(C)C[C@@H]2OCCCC[C@H](C)Oc3ccc(NC(=O)Nc4ccc5c(c4)OCO5)cc3C(=O)N([C@H](C)CO)C[C@@H]2C)cc1	0.0
COc1ccc(S(=O)(=O)N(C)C[C@H]2Oc3c(NC(=O)c4cc(C)nn4C)cccc3C(=O)N([C@@H](C)CO)C[C@@H]2C)cc1	-1.9
COc1ccc2c3c(n(C)c2c1)[C@H](CO)N(C(=O)Nc1ccc(F)cc1)CC31CN(C(=O)NC2CCCC2)C1	-1.4
CO[C@@H]1CN(C)C(=O)c2cc(NS(C)(=O)=O)ccc2OC[C@H](C)N(C)C[C@H]1C	-0.5
CC(=O)Nc1ccc2c(c1)C(=O)N(C)[C@H]1CC[C@H](CC(=O)Nc3ccc(Cl)cc3)O[C@@H]1CO2	-0.9
COc1ccc(CN(C)C[C@H]2Oc3ccc(NC(=O)Nc4cccc5ccccc45)cc3C(=O)N([C@@H](C)CO)C[C@@H]2C)cc1	-1.5
COCC#Cc1cnc2c(c1)C(=O)N([C@@H](C)CO)C[C@@H](C)[C@H](CN(C)S(=O)(=O)c1ccccc1)O2	1.6
CCCN1C[C@H](C)[C@@H](OC)CN(C)C(=O)c2cc(NS(=O)(=O)c3cn(C)cn3)ccc2OC[C@H]1C	0.3
O=C(C[C@@H]1CC[C@@H](NC(=O)Nc2ccccc2F)[C@@H](CO)O1)NCc1ccc(F)cc1	0.6
O=C(C[C@H]1CC[C@H](NC(=O)Nc2ccccc2F)[C@H](CO)O1)NCc1ccccc1	0.5
C[C@H]1CN([C@@H](C)CO)C(=O)Cc2cc(NC(=O)Cc3cn(C)c4ccccc34)ccc2O[C@H]1CN(C)Cc1ccc(-c2ccccc2)cc1	-0.4
O=C(C[C@H]1C[C@H]2c3cc(NC(=O)Nc4ccccc4)ccc3O[C@H]2[C@@H](CO)O1)NC1CCCC1	-0.9
C[C@@H]1CN([C@H](C)CO)C(=O)c2cc(NC(=O)C3CC3)ccc2O[C@@H]1CN(C)C(=O)Nc1ccccc1	0.4
CN(C)C(=O)c1cccc(-c2ccc3c(c2)[C@H]2[C@H](CCN2C(=O)C2CCCC2)[C@@H](CO)N3)c1	0.6

Reformatted as labelled records: part of the list above
COc1ccc(CN(C)C[C@H]2Oc3ccc(NC(=O)Nc4cccc5ccccc45)cc3C(=O)N([C@@H](C)CO)C[C@@H]2C)cc1
  TcdB inh = -1.5

COCC#Cc1cnc2c(c1)C(=O)N([C@@H](C)CO)C[C@@H](C)[C@H](CN(C)S(=O)(=O)c1ccccc1)O2
  TcdB inh = 1.6

An excerpt of these results, with bars between the fields:
smiles | TcdB inh
CC(=O)Nc1ccc2c(c1)C(=O)N(C)[C@H]1CC[C@H](CC(=O)Nc3ccc(Cl)cc3)O[C@@H]1CO2 | -0.9
COc1ccc(CN(C)C[C@H]2Oc3ccc(NC(=O)Nc4cccc5ccccc45)cc3C(=O)N([C@@H](C)CO)C[C@@H]2C)cc1 | -1.5

Additional records follow:
SMILES	TcdB inh
COc1cccc(NC(=O)N2C[C@@H](O)COC[C@@H]3O[C@H](CC(=O)NC4CCC4)CC[C@H]32)c1	-1.8
C[C@@H]1CN([C@@H](C)CO)C(=O)c2cc(NC(=O)NC3CCCCC3)ccc2O[C@@H](C)CCCCO[C@H]1CN(C)S(=O)(=O)c1ccccc1	-1.2
COc1ccc(CN(C)C[C@@H]2Oc3c(NC(=O)Nc4ccc(F)cc4)cccc3C(=O)N([C@H](C)CO)C[C@@H]2C)cc1	0.0
COc1ccc(S(=O)(=O)N(C)C[C@@H]2Oc3ccc(NS(=O)(=O)c4c(C)noc4C)cc3C(=O)N([C@H](C)CO)C[C@@H]2C)cc1	-1.6
COC(=O)C[C@@H]1C[C@@H]2c3cc(NC(=O)NC4CCCC4)ccc3O[C@@H]2[C@@H](CO)O1	0.2
CNC[C@H]1Oc2c(NC(=O)c3cnccn3)cccc2C(=O)N([C@H](C)CO)C[C@H]1C	-0.3
COc1cccc(C(=O)N2C[C@@H]3[C@H](c4ccccc42)[C@@H](CO)N3C(=O)c2ccccc2)c1	-0.4
C[C@H](CO)N1C[C@H](C)[C@H](CN(C)Cc2ccc(Cl)c(Cl)c2)Oc2ccc(NC(=O)CCC(F)(F)F)cc2C1=O	-0.3
O=C(C[C@H]1CC[C@H]2[C@@H](COC[C@H](O)CN2S(=O)(=O)c2ccc(F)cc2)O1)NCC1CC1	-1.0
COc1ccc(S(=O)(=O)Nc2ccc3c(c2)C(=O)N([C@H](C)CO)C[C@@H](C)[C@H](CN(C)CC2CC2)O3)cc1	-7.4
O=C(C[C@H]1C[C@H]2c3cc(NC(=O)NC4CCCCC4)ccc3O[C@H]2[C@H](CO)O1)NCc1cccnc1	-0.2
C[C@H]1CN([C@@H](C)CO)S(=O)(=O)c2ccc(C#Cc3ccccc3)cc2O[C@@H]1CN(C)S(C)(=O)=O	0.8
C[C@@H](NC(=O)[C@H]1[C@H](CO)[C@H]2Cn3c(cccc3=O)[C@H]2N1Cc1cccnc1)c1ccccc1	-2.7
COc1ccc(NC(=O)Nc2ccc3c(c2)C(=O)N([C@@H](C)CO)C[C@H](C)[C@H](CN(C)Cc2ccc(C(=O)O)cc2)OCCCC[C@H](C)O3)cc1	-1.0
C[C@H](NC(=O)C[C@H]1C[C@@H]2c3cc(NC(=O)c4cccnc4)ccc3O[C@@H]2[C@@H](CO)O1)c1ccccc1	0.4
C[C@H](CO)N1C[C@H](C)[C@@H](CN(C)C)Oc2cc(C#CC(C)(C)O)ccc2S1(=O)=O	1.6
Cc1ccc(S(=O)(=O)N(C)C[C@H]2Oc3c(NC(=O)c4nc5ccccc5s4)cccc3C(=O)N([C@@H](C)CO)C[C@H]2C)cc1	-0.2
COc1cccc(-c2ccccc2[C@@H]2[C@@H](CO)N(C(=O)Cc3ccccc3)[C@H]2C#N)c1	2.4
CNC[C@H]1Oc2c(NC(=O)NC(C)C)cccc2C(=O)N([C@H](C)CO)C[C@@H]1C	0.9
O=C(C[C@H]1CC[C@H](NC(=O)C2CCOCC2)[C@@H](CO)O1)Nc1ccc(-c2ccccc2)cc1	-0.9
COc1ccc(NC(=O)N[C@@H]2CC[C@H](CCNC(=O)Cc3ccncc3)O[C@H]2CO)cc1	1.1
C[C@@H]1CN([C@H](C)CO)C(=O)c2cccc(NS(=O)(=O)c3cn(C)cn3)c2O[C@@H]1CN(C)S(=O)(=O)c1ccccc1	-0.2
C[C@@H]1CN([C@H](C)CO)C(=O)c2cc(-c3ccc(C#N)cc3)cnc2O[C@@H]1CN(C)C(=O)CN(C)C	-0.5
CC(C)CC#Cc1ccc([C@H]2[C@H](CO)N3C(=O)CN(C(=O)NC4CCCCC4)C[C@@H]23)cc1	0.8
C[C@H](CO)N1C[C@H](C)[C@@H](CN(C)Cc2ccncc2)Oc2ncc(-c3cccc(C#N)c3)cc2C1=O	-1.0
C[C@@H]1CN([C@H](C)CO)C(=O)CCCn2nncc2CO[C@@H]1CN(C)Cc1ccc(C(=O)Nc2ccccc2N)cc1	0.7
C[C@H](CO)N1C[C@H](C)[C@H](CN(C)S(=O)(=O)c2cccs2)Oc2c(NC(=O)Nc3cccc4ccccc34)cccc2C1=O	0.6
C[C@H]1CN([C@@H](C)CO)S(=O)(=O)c2ccc(-c3cccc(F)c3)cc2O[C@H]1CN(C)S(C)(=O)=O	2.1
COC(=O)C[C@H]1CC[C@@H](NS(=O)(=O)c2ccccc2F)[C@H](CO)O1	-0.5
COc1ccc(NC(=O)N(C)C[C@H]2Oc3ccc(NS(=O)(=O)c4ccc(F)cc4)cc3C(=O)N([C@H](C)CO)C[C@H]2C)cc1	-16

The list is partial; count on the stated rates, not on these rows.
